Compound activity: PubChem, several laboratories
HePTP inh: human HePTP phosphatase inhibition; P35236; recombinant HePTP phosphatase activity, OD absorbance; inhibition, % at 20 µM; actives 0.64% (n = 110,000); AID 521; in the data active = inhibition above about 50%;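 note: plate controls were vehicle for no effect and reference inhibitor for full effect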
Target sequence (P35236 whole entry, looked up): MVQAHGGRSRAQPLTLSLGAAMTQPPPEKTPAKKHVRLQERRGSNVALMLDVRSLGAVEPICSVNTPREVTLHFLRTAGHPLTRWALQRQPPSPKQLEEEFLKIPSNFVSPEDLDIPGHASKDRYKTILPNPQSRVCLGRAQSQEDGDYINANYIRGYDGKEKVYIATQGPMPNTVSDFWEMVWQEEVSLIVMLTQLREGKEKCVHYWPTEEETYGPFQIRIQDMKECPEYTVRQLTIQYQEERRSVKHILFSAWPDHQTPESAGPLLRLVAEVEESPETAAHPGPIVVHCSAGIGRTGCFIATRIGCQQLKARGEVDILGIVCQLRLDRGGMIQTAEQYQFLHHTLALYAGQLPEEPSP
BAP1 block: blocks human BAP1 ubiquitin-AMC hydrolysis; actives 0.48% (n = 72,000); activity remaining (% of control), % at 20 µM; AID 436; recombinant BAP1, Ub-AMC hydrolysis fluorescence kinetic; active compounds read low;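 active = activity remaining at or below 50% of control, provided the compound also passes the data quality filters; inactive = the rest, including low values that fail the filters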;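 note: 100% = DMSO wells rate and 0% = substrate alone blank rate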
Target sequence (Q92560 whole entry, looked up): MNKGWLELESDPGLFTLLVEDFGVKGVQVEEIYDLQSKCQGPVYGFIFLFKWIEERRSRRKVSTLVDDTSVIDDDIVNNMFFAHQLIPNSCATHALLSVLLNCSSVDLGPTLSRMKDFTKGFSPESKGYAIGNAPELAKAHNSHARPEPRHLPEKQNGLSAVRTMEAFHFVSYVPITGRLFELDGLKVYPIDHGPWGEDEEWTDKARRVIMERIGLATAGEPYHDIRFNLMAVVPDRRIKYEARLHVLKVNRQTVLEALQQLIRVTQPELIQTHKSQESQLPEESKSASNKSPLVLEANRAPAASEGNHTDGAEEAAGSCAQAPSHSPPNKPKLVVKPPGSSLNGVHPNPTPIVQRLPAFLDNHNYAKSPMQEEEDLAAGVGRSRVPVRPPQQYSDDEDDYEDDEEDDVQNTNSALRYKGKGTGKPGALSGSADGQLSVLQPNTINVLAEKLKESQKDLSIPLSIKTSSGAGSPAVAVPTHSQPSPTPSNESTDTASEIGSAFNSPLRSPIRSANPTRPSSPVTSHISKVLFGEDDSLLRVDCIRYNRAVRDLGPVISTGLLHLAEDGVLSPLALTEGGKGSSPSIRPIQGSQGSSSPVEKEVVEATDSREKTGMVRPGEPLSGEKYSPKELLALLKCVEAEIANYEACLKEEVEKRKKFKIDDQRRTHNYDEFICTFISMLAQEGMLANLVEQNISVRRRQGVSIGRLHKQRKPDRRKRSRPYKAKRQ
An asterisk follows results filed as active; · = no result given; & = joins results of further samples.

SMILES	HePTP inh	BAP1 block
COc1ccc(OC)c(C(=O)c2ccc(C(=O)c3cc(OC)ccc3OC)cc2)c1	2.8	·
O=C(Nc1ccc(I)cc1)c1ccc(Cl)cc1Cl	4.0	·
COc1ccccc1N1CCN(C(=O)c2c(-c3ccccc3Cl)noc2C)CC1	-2.1	102.5
Cc1ccc(OCC(=O)Nc2ccc(O)cc2)cc1C	-18.3	·
CCOC(=O)c1cc(-c2nnc(-c3cc(OC)c(OC)c(OC)c3)o2)c(C)nc1C	·	261.3
COc1cc(C(=O)OCc2cc3ccccc3[nH]c2=O)cc(OC)c1OC	7.7	·
CN1C(=O)c2ccccc2C(C(=O)NCC2CCCO2)C1c1c[nH]c2ccccc12 (stereo not drawn)	2.2	109.1
CCc1cccc(Nc2cc(C)nc3nc(C)nn23)c1	-3.5	93.7
c1ccc(Cn2ncc3ccccc32)cc1	-5.8	85.8
CCCC(=O)c1c(Nc2ccccc2)cc(C)oc1=O	-12.9	·
CN1C(=S)SC(/[N+]([O-])=C\c2ccco2)C1(C)C (stereo not drawn)	-12.0	95.2
O=C(c1nn2c(C(F)(F)F)cc(-c3ccccc3)nc2c1Br)N1CCCCC1	-26.5	·
Cc1ccc(CCNC(=O)C2CCN(S(=O)(=O)c3ccc4c(c3)CCC(=O)N4)CC2)cc1	-0.7	101.4
CC(=O)c1ccc(NC(=O)C2CC=C(C)CC2C(=O)O)cc1 (stereo not drawn)	9.6	·
Cc1cc2c(cc1C)NC(c1ccccn1)C1=C(CC(C)(C)CC1=O)N2 (stereo not drawn)	-0.6	82.6
COc1cc2c(cc1OC)C(c1ccccc1)NC(C)(C)C2 (stereo not drawn)	2.4	·
CCCN(CCC)CN1C(=O)S/C(=C/c2ccc(SC)cc2)C1=O	8.3	·
CCOc1ccc(Nc2nc(-c3sc(NC(=O)c4ccccc4)nc3C)cs2)cc1	4.8	·
O=C(Cn1c(=O)n2ncnc2c2c3c(sc21)CCCC3)c1ccccc1	9.3	91.3
CCN(CC(=O)Nc1c(C(=O)OC)[nH]c2ccccc12)c1ccc2c(c1)OCO2	10.4	84.3
O=C1NC(=O)N(c2ccccc2)C(=O)/C1=C\c1cccc(OCc2ccc(F)cc2)c1	3.4	·
COc1ccc(-c2cc(C(=O)O)c(C)o2)cc1OC	2.1	91.4
NC(=O)NC(c1ccccc1)c1ccc(Br)cc1 (stereo not drawn)	3.8	·
COC(=O)C1CCN(c2cc(=O)n(C3CCCCC3)c(=O)[nH]2)CC1	3.0	92.6
COc1ccc(S(=O)(=O)Nc2ccc(S(=O)(=O)N3CCOCC3)cc2)cc1	5.2	·

(more compounds)
SMILES	HePTP inh	BAP1 block
CC(=O)N(Cc1c(NC(=O)c2ccccc2)sc(C)c1C)C(C)C	·	182.3
Cc1cc(-c2nnc(-c3cc4ccccc4oc3=O)o2)c(C)n1-c1ccccc1	-2.4	·
CC1=C(C)C(=O)N(c2ccccn2)C1=O	-6.8	103.2
COc1ccc(-n2c(=O)[nH]cc(C(=O)Nc3ccc4c(c3)OCCO4)c2=O)cc1	3.6	93.9
Cc1cc(C)nc(NS(=O)(=O)c2ccc(NC(=O)CCN3C(=O)c4ccccc4C3=O)cc2)n1	-4.0	91.7
CCN(CC)S(=O)(=O)c1ccc2oc(C(=O)NCC3COc4ccccc4O3)c(C)c2c1 (stereo not drawn)	-11.4	·
c1ccc2c(c1)nc(N1CCOCC1)c1nncn12	1.6	·
CCOC(=O)c1c(NC(=O)CSc2nnnn2-c2ccc3c(c2)OCCO3)sc(C)c1C	4.7	75.0
CC(C)(C)C(=O)/C=C(/c1ccccc1)N1CCCCC1	-9.1	·
O=C1c2ccc(-c3nc4ccccc4c(=O)o3)cc2C(=O)N1c1ccc(I)cc1	9.9	·
O=C(c1noc2c1CCc1ccccc1-2)N1CCc2ccccc2C1	-4.9	93.3
COCCNCCOc1ccc(Br)cc1	8.1	·
Cc1nonc1NC(=O)c1ccc(Cl)c(S(=O)(=O)N2CCCCC2)c1	2.0	97.2
Clc1cccc(CNCc2ccc3c(c2)OCO3)c1	5.5	·
CC1Cc2ccccc2N1C(=O)COc1cccc(-n2cnnn2)c1 (stereo not drawn)	4.3	114.5
O=C1C(c2ccc(F)cc2)N(C2CCCCC2)C(=O)CN1C1CCCC1 (stereo not drawn)	4.8	66.0
CC1=CC(C)(C)Nc2ccc(OC(=O)COc3ccccc3Cl)cc21	-10.9	·
CC(C)C[C@H](NC(=O)NCc1ccc(Cl)cc1)C(=O)O	2.3	96.9
O=C(Cc1cscn1)c1ccc(O)cc1O	3.7	92.1
O=[N+]([O-])c1cc(C(F)(F)F)ccc1N1CCN(S(=O)(=O)c2ccc(Cl)cc2)CC1	4.3	·
Cn1c(=O)cc(SCC(=O)NCC2CCCO2)c2ccc(Cl)cc21 (stereo not drawn)	9.9	86.8
COC(=O)c1cc(C(=O)Nc2ccc(OC)cc2OC)cc([N+](=O)[O-])c1	-11.6	·
O=S(=O)(NCC(c1cccnc1)N1CCN(Cc2ccccc2)CC1)c1ccccc1 (stereo not drawn)	8.0	93.8
C(=N\c1c(-c2ccccc2)nc2n1CCS2)/c1ccccc1	0.7	80.2
CC1CCN(C(=O)c2cc3nc(-c4ccccc4)cc(C(F)(F)F)n3n2)CC1	0.2	·

A section of the results above:
SMILES	HePTP inh	BAP1 block
CC(=O)N(Cc1c(NC(=O)c2ccccc2)sc(C)c1C)C(C)C	·	182.3
Cc1cc(-c2nnc(-c3cc4ccccc4oc3=O)o2)c(C)n1-c1ccccc1	-2.4	·
CC1=C(C)C(=O)N(c2ccccn2)C1=O	-6.8	103.2
COc1ccc(-n2c(=O)[nH]cc(C(=O)Nc3ccc4c(c3)OCCO4)c2=O)cc1	3.6	93.9
Cc1cc(C)nc(NS(=O)(=O)c2ccc(NC(=O)CCN3C(=O)c4ccccc4C3=O)cc2)n1	-4.0	91.7
CCN(CC)S(=O)(=O)c1ccc2oc(C(=O)NCC3COc4ccccc4O3)c(C)c2c1 (stereo not drawn)	-11.4	·
c1ccc2c(c1)nc(N1CCOCC1)c1nncn12	1.6	·

Additional structures
SMILES	HePTP inh	BAP1 block
CCOC(=O)C1CCCN(CC(=O)Nc2c(C(=O)OC)[nH]c3ccc(Br)cc23)C1 (stereo not drawn)	-3.6	73.8
CCCN(CCC)S(=O)(=O)c1cc(Br)cc2c1N(C(=O)CC)CC2	5.9	·
CCOc1cc(C=C2C(=O)NC(=S)NC2=O)ccc1OCCOc1ccccc1C	-1.6	·
COc1cccc(C2CC(c3ccc(C)cc3)Nc3nc(N)nn32)c1 (stereo not drawn)	-5.9	105.2
CCOC(=O)C(C)Sc1nnc(Cc2cc(=O)[nH]c(=O)[nH]2)n1-c1ccc(Cl)cc1 (stereo not drawn)	13.7	96.3
COC(=O)C1=C(C)N=c2s/c(=C\c3c(F)cccc3Cl)c(=O)n2C1c1ccccc1 (stereo not drawn)	6.7	·
Cn1cnc2cc(NC(=O)c3ccco3)ccc21	5.3	89.7
O=C1C(=O)N(Cc2ccc3c(c2)OCO3)c2ccccc21	8.0	·
CCOC(=O)c1[nH]c2ccc(Br)cc2c1NC(=O)CCN1CCN(C(=O)OCC)CC1	6.1	59.4
O=C(Nc1cccc(C(F)(F)F)c1)c1cc(-c2cccs2)on1	10.0	83.8
O=C(Nc1ccccc1C(F)(F)F)c1cccnc1	1.0	101.8
Brc1ccc(C2=CSC3=NCCN23)cc1	2.6	·
COc1ccc(/C=N/NC(=O)CCNc2n[nH]c(=O)[nH]c2=O)c(OC)c1	11.0	·
Cc1cc(C(=O)NCCCN2CCOCC2)n(-c2ccccc2)n1	9.0	101.5
Cc1ccccc1N(CC(N)=O)S(C)(=O)=O	4.3	94.2
Cn1c(O)c(N=NC(=O)COc2ccc3ccccc3c2)c2ccccc21	11.7	·
CCCn1c(/N=C(\C)c2cc(Cl)ccc2O)nc2ccccc21	9.8	·
CCC(=O)Nc1cccc(-c2nc3ccccc3c(=O)o2)c1	3.7	109.6
O=C(NC1CCCCC1)C1CN(S(=O)(=O)c2ccccc2)CCN1S(=O)(=O)c1ccccc1 (stereo not drawn)	5.9&-5.8	95.4
Cc1cc(C)n2nc(CC(=O)NC3CCCC(C)C3C)nc2n1 (stereo not drawn)	2.9	93.0
O=C(O)c1ccc(NC2=NS(=O)(=O)c3ccccc32)cc1	6.4	·
Clc1ccc(OCCN2CCN(c3ncnc4sccc34)CC2)cc1	6.2	107.0
c1ccc(C2(Cn3ccc4ccccc43)OCCO2)cc1	-1.9	99.4
O=C(/C=C/c1ccccc1)NC(c1ccccc1)c1ccccc1	-1.8	·
COC(=O)CSc1nc(C)c(C(C)=O)cc1C#N	1.6	135.1

Single records (already shown).
Results for CN1C(=O)c2ccccc2C(C(=O)NCC2CCCO2)C1c1c[nH]c2ccccc12 (stereo not drawn) = HePTP inh = 2.2; BAP1 block = 109.1
Results for CCOC(=O)c1cc(-c2nnc(-c3cc(OC)c(OC)c(OC)c3)o2)c(C)nc1C = HePTP inh = ·; BAP1 block = 261.3

Additional compounds follow:
SMILES	HePTP inh	BAP1 block
CCOC(=O)c1nc(NCc2cccnc2)c2ccccc2n1	-2.7	136.1
COc1ccc(C(=O)Nc2ccc(OC)c(OC)c2)cc1	4.4&-16.2	95.7
Cc1ccc(-n2nc(-c3ccccc3)c3c2C(=O)C=CC3=O)cc1	1.8	·
O=C(CSc1n[nH]c(=O)[nH]c1=O)c1ccccc1	-7.4	103.9
C=CCn1c(CCNC(=O)c2cccs2)nnc1SCC(=O)Nc1cccc(C(C)=O)c1	7.1	·
C/C(Cl)=C\Cn1c(N2CCCCCC2)nc2c1c(=O)n(C)c(=O)n2C	4.3	103.3
CC1=NN(C(=O)c2ccccc2)C(C)(O)C1(C)C (stereo not drawn)	-8.5	·
CC1(C)CC(=O)C2=C(C1)Nc1[nH]c(=S)[nH]c(=O)c1C2c1ccccc1 (stereo not drawn)	5.5	98.8
CCCCn1c(SCC(=O)NCCc2ccc(OC)c(OC)c2)nc2c1c(=O)n(C)c(=O)n2C	-0.4	58.7
CCOc1cc(-c2c(C)c(CC)nc(N)c2C#N)ccc1O	2.2	101.8
COCCN1C(=O)/C(=C/c2ccc(O)c(OC)c2)SC1=S	-6.8	·
Cc1ccnc(NC(=O)/C=C/c2ccc(-c3ccccc3[N+](=O)[O-])o2)c1	12.7	·
CCOc1ccc(N(CC(=O)Nc2cccc3ccccc23)S(C)(=O)=O)cc1	-2.0	·
O=C1CCCC/C1=C/Nc1ccc2c(c1)OCO2	-6.1	84.0
COc1ccc(CN2CCN(S(=O)(=O)c3ccc(C)cc3)CC2)cc1	4.3	·
OC(CCOc1cccc2ccccc12)CN1CCN(CC(O)COc2cccc3ccccc23)CC1 (stereo not drawn)	5.7	·
O=C(c1ccc(S(=O)(=O)N2CCOCC2)cc1)N1CCCC1	·	72.7
Cc1cc(Cl)ccc1OCC(=O)NCc1ccccn1	-4.6	·
O=C1CC(c2ccccc2)n2nc(N3C(=O)CCC3=O)nc2N1 (stereo not drawn)	8.7	·
CCCCc1ccc(-c2csc(/C(C#N)=C/c3ccc(O)c(OC)c3)n2)cc1	-14.2	·
Cc1nn(-c2ccccc2)c2sc(C(=O)C(C#N)c3ccccn3)cc12 (stereo not drawn)	-10.7	80.0
COc1ccc2oc(C(=O)OCC(=O)c3ccc4c(c3)OCCO4)c(C)c2c1	-0.6	·
O=C(Nc1ccc(Oc2ccccc2)cc1)Nc1cc(F)c(F)cc1Cl	-0.7	·
CCc1ccc(-c2csc(/C(C#N)=C/c3ccc(C)o3)n2)cc1	11.1	·
Cc1ccc(C(=O)C2=C(O)C(=O)N(CCCN3CCOCC3)C23C(=O)N(C)c2ccccc23)o1 (stereo not drawn)	3.6	·

(continued)
SMILES	HePTP inh	BAP1 block
N#Cc1c(-c2ccccc2Cl)cc(C2CC2)nc1N	4.0	75.2
CCN(CC)c1ccc(N/C(N)=N/c2nc(C(F)(F)F)cc(=O)[nH]2)cc1	-8.8	·
COCc1cc(C)nc(Nc2ccc(C)c(C)c2)c1C#N	2.0	77.1
CC(=O)Nc1ccccc1NS(=O)(=O)c1ccccc1[N+](=O)[O-]	-3.7	·
Cc1ccc(NC(=O)c2cc(N(C)C)ccc2[P+](=O)O)cc1	4.5	·
CCOc1ccccc1-c1nc2c([nH]1)c(=O)n(C)c(=O)n2C	-4.3	160.0
COc1cccc(C(=O)Nc2ccc(Cc3ccncc3)cc2)c1	-10.4	·
COc1cc(NC(=O)C2CC(c3cccc(OC)c3OC)=NO2)cc(OC)c1OC (stereo not drawn)	-6.7	90.2
CCCCN(CC)CCCNC(=O)c1cc2cc3ccc(OC)cc3nc2o1	14.8	·
FC(F)(F)c1ccccc1CN1CCN(Cc2c[nH]c3ccccc23)CC1	1.1	·
Cc1ccc(OCC(=O)N2CCN(c3ccc([N+](=O)[O-])cc3)CC2)cc1C	-10.6	·
Cc1onc(-c2c(F)cccc2Cl)c1C(=O)Nc1cccc(Cn2cccn2)c1	-4.4	72.3
CC(=O)Nc1ccc(/C(C)=N\NC(=O)CCN2CCCCC2)cc1	9.4	·
CCOC(=O)C1CCN(Cc2ccc(F)cc2)CC1	5.7	138.0
CC(=O)OC(C(=O)NC1CCCCC1)c1ccccc1 (stereo not drawn)	10.7	86.8
O=C1CCC(=O)N1CCC(c1ccc(F)cc1)c1ccco1 (stereo not drawn)	6.6	61.2
COc1ccccc1/C=N/n1c(-c2ccccc2C)nc2ccccc2c1=O	-12.5	·
COc1ccc(-n2c(=O)c3c(n4c(=S)[nH]nc24)-c2ccccc2CC32CCCCC2)cc1	3.8	·
O=C(Nc1cccc(Cl)c1)/C(=C/c1cccnc1)NC(=O)c1cccc(Br)c1	0.2	·
CCC(C)(C)NC(=O)C(OC(=O)c1ccco1)c1ccccc1OC (stereo not drawn)	6.7	95.3
O=C(NCc1ccc(F)cc1)c1cccc([N+](=O)[O-])c1	·	76.5
O=C(O)COc1cccc(NC(=O)c2ccccc2)c1	2.7	110.4
NC(=O)c1c(NC(=O)C2c3ccccc3Oc3ccccc32)sc2c1CCCCCC2	-3.6	·
O=C(CNC(=O)Cn1cnc2sc3c(c2c1=O)CCCC3)NCc1ccccn1	3.3	100.8
O=C(Nn1cnnc1)c1csc2ccccc12	7.1	·
